Source: PubChem BioAssay
TRPML3 agonist: human mucolipin-3 channel agonism; hit rate 0.29% among 220,000; Q8TDD5; activation, % at 3 µM; HEK293 TRPML3-YFP, Fluo-8 calcium fluorescence; 100% = the carbachol control signal;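 active = activation above its plate's cutoff, the mean activation of the plate's test wells plus 3 SD, cut at about 12% in these data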;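 also: 0% = DMSO only wells and 100% = carbachol wells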
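Test system: TRPML3-YFP stable HEK293 cells. Doses: single point at 3 µM. Incubation: dye loading 1 h 37 °C then 30 min ambient, 125 s read. Signal: Fluo-8 calcium dye fluorescence, ex 470-495, em 515-575 nm. Measure: percent activation from peak-to-basal fluorescence ratio, scaled between DMSO and carbachol.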
NPY1 pot ag: potentiators or agonists of human neuropeptide Y receptor Y1; activation, % at 3.6 µM; NPY-Y1 expressing cells, potentiator/agonist activation; hit rate 0.37% among 220,000; in the data active = activation above about 33%, passing the limit was not always enough;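 also: cells stimulated with NPY at EC10 then isoproterenol at EC100; 0% = low agonist plus stimulus and 100% = saturating agonist plus stimulus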
EP2 mod: modulates human prostaglandin E2 receptor EP2 signaling | induction, % at 25 µM | EP2-expressing cells, cAMP HTRF FRET, PGE2 co-stimulation | hit rate 0.83% among 260,000 | P43116;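 active = compounds whose cAMP rise, as percent of the full-agonist control response, exceeds 60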;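 also: rat C6 glioma line stably carrying human EP2 under a CMV promoter; the protocol text gives 20 µM as final concentration; 100% = response of wells given 1 µM PGE2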
CHOP inhibitor: inhibitors of CHOP induction in ER stress response; hit rate 3.8% among 220,000; inhibition, % at 10 µM; CHO-K1 CHOP-promoter luciferase, tunicamycin-induced, 15-18 h;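 active = compounds that reduced the stress-induced luciferase reporter signal by more than about 70% of percent inhibition, limit read from the data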;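 also: 0% = tunicamycin plus vehicle and 100% = wells without tunicamycin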
NPY2 pot ag: human NPY-Y2 potentiation or agonism, primary screen; activation, % at 3.6 µM; hit rate 0.45% among 220,000; AID 1359; P49146; cells expressing NPY-Y2, potentiator/agonist read-out; in the data active = activation above about 27%;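 also: cells stimulated with NPY near EC25 plus isoproterenol at EC100; 0% = vehicle plus submaximal agonist and 100% = vehicle plus saturating agonist; some results beyond the cut were filed as inactive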
Target sequence (P49146 whole entry, looked up): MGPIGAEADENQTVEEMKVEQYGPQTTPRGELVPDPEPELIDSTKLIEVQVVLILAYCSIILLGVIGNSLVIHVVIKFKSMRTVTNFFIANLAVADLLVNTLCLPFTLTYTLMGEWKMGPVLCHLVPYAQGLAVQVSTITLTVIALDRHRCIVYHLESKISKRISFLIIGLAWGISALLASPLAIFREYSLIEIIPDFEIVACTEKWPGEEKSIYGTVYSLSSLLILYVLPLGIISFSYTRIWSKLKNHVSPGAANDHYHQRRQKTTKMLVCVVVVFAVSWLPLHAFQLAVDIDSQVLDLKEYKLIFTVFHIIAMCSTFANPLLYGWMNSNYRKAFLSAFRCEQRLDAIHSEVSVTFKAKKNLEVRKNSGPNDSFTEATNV
TRPN1 ag: zebrafish TRPN1 (NompC) channel agonism; HEK293 zebrafish TRPN1-YFP, Fluo-8 calcium fluorescence; 100% = response to 87 µM carbachol; activation, % at 3 µM; hit rate 0.18% among 220,000;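 active = activation above its plate's cutoff, the mean activation of test wells on that plate plus 3 SD, cut at about 19% in these data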;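 also: 0% = DMSO alone and 100% = 87 µM carbachol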
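Material – zebrafish TRPN1-YFP in HEK293 cells · Doses – 3 µM single point · Schedule – dye 1 h 37 °C plus 30 min RT · Signal – Fluo-8 calcium fluorescence, excitation 470-495 nm, emission 515-575 nm · Read-out – % activation versus carbachol response · Control set – carbachol high, DMSO low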
NPY-Y1 antag: blocks the human neuropeptide Y Y1 receptor | HEK293-CNG Y1 cells, membrane potential fluorescence; NPY at EC95, then isoproterenol | inhibition, % at 3.6 µM | hit rate 1% among 200,000 | AID 1040;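 active = inhibition above the campaign mean inhibition of all tested compounds plus 3 SD, cut at about 20% in these data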;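 also: 0% = DMSO wells given NPY plus isoproterenol and 100% = isoproterenol alone without NPY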
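Test system – HEK293 Y1/CNG channel cell line · Also added – NPY agonist 25 nM, then isoproterenol 1 µM plus Ro 20-1724 25 µM · Compound dosing – one concentration, 3.6 µM, in 0.4% DMSO · Schedule – compound incubation 1 h at room temperature, readout 45 min post-stimulation · Technique – fluorescence, membrane potential probe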
S1P4 antag: antagonists of human S1P4 receptor. S1P4-expressing cells, antagonist mode, reporter read-out. inhibition, % at 4.98 µM. hit rate 0.26% among 220,000. AID 1510; in the data active = inhibition above about 29%;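 also: 0% = wells stimulated with agonist and 100% = vehicle wells without agonist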
Target sequence (O95977 whole entry, looked up): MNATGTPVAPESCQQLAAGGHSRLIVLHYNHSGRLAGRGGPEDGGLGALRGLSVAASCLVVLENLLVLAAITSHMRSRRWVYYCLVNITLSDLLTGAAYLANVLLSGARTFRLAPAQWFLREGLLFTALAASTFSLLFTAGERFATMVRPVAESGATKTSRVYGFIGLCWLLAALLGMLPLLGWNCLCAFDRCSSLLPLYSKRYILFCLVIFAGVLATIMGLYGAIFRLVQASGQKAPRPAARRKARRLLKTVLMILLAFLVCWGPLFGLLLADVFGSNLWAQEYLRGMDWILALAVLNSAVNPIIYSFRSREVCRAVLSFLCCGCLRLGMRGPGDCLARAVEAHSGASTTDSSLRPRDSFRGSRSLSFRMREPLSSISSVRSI
S1P4 agonist: activates the human S1P4 receptor. activation, % at 4.98 µM. S1P4-expressing cell line, agonist reporter assay. O95977. hit rate 0.35% among 220,000; in the data active = activation above about 11%;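 also: 0% = DMSO vehicle and 100% = reference agonist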
* hit, by the source's call; . = no result given; & = joins results of further samples.

Screens by letter: A = TRPML3 agonist; B = NPY1 pot ag; C = EP2 mod; D = CHOP inhibitor; E = NPY2 pot ag; F = TRPN1 ag; G = NPY-Y1 antag; H = S1P4 antag; I = S1P4 agonist
O=c1cc(N2CCOCC2)c2ccccc2o1
  A: 1.1	B: -8.4	C: 7.0	D: 12.2	E: 10.4	F: -0.6	G: 1.4	H: -1.3	I: 0.1

O=S(=O)(Nc1nnc(-c2ccccc2)s1)c1ccc(Cl)cc1
  A: -1.4	B: 12.8	C: 12.6	D: 3.0	E: -16.9	F: -1.1	G: 14.8	H: -3.4	I: 0.4

CCn1c(O)c(N=NC(=O)CNC(=O)c2ccco2)c2ccccc21
  A: -0.6	B: 1.9	C: 3.2	D: 5.1	E: -11.9	F: 0.8	G: 0.6	H: -15.6	I: 4.8

O=[N+]([O-])c1ccc2c(c1)[nH]c(=S)n2-c1ccccc1
  A: -1.0	B: -2.4	C: -11.4	D: -2.9	E: -1.0	F: 0.3	G: 0.2	H: -11.8	I: 1.7

CN(C)/C=C/C(=O)c1ccccc1
  A: 0.6	B: 7.6	C: 15.4	D: 3.1	E: 6.2	F: 2.5	G: .	H: -16.7	I: -1.6

O=C(NCCO)c1cccc2c1C(=O)c1ccccc1-2
  A: 0.4	B: -24.0	C: 1.9	D: 4.0	E: 0.4	F: 0.6	G: 0.2	H: 4.9	I: 0.9

CC(C)(O)C#Cc1ccc(C(=O)N2CCCC2C(=O)O)s1 (stereo not drawn)
  A: 0.6	B: 18.1	C: 14.2	D: -3.2	E: 6.5	F: -1.9	G: -1.8	H: 0.8	I: -1.6

O=C(COc1ccc(Cl)cc1Cl)OCC(=O)N1CCCc2ccccc21
  A: 0.2	B: 3.3	C: 0.4	D: 12.6	E: -3.4	F: -0.2	G: 8.8	H: -2.2	I: 0.1

CC(C)c1cc(CNC(=O)CC2C(=O)NCCN2CC2CCCCC2)on1 (stereo not drawn)
  A: 0.5	B: 9.4	C: 23.0	D: 18.4	E: 7.6	F: 0.2	G: 6.0	H: -0.9	I: 0.8

Cn1nc(C(F)(F)F)c(/C=N/OC(=O)c2ccccc2)c1Cl
  A: 0.1	B: 9.0	C: 12.2	D: 53.7	E: -6.0	F: 0.3	G: -2.3	H: -9.5	I: 2.6

Cc1ccc2c(N)[nH]nc2n1
  A: 0.6	B: 6.6	C: 18.2&-10.3	D: -25.2	E: 2.7	F: 1.4	G: 4.0	H: -12.1	I: 1.5

CCOC(=O)N1CCN(S(=O)(=O)c2ccc(OC)c3ccccc23)CC1
  A: 0.3	B: -19.5	C: -14.6	D: 63.5	E: 7.8	F: 2.2	G: 8.9	H: -8.6	I: -2.2

CC1CCN(Cc2ccc(NC(=O)CC3Oc4ccccc4NC3=O)cc2)CC1 (stereo not drawn)
  A: 0.7	B: 6.3	C: -2.1	D: -17.5	E: -5.0	F: 1.9	G: 1.6	H: -2.3	I: -0.4

Cc1ccc2nc(NC(=O)c3ccc(OCC4CCCO4)cc3)sc2c1 (stereo not drawn)
  A: 0.8	B: 12.2	C: -63.4	D: 24.1	E: 7.7	F: 1.9	G: -4.0	H: -28.5	I: -1.5

O=S(=O)(NCCOc1ccc(F)cc1)c1ccc2c(c1)OCCO2
  A: -0.1	B: -14.0	C: -52.6	D: 38.3	E: -3.7	F: 0.7	G: 9.6	H: -3.9	I: -0.7

COC(=O)C1=C(C)C(c2cccs2)NC(=O)N1C (stereo not drawn)
  A: -0.1	B: -3.8	C: 4.9	D: -3.9	E: 7.8	F: 0.6	G: 1.2	H: -16.3	I: -0.9

CC(=O)Nc1ccc(S(=O)(=O)Nc2nc3cc4c(cc3nc2Cl)OCCO4)cc1
  A: 0.7	B: 10.9	C: 27.1	D: -1.1	E: -8.8	F: 1.8	G: .	H: -6.1	I: -0.5

Nc1nnn(CC(=O)N/N=C/c2ccc(O)cc2)n1
  A: -0.6	B: -0.4	C: 11.0	D: -8.2	E: -19.9	F: -0.9	G: .	H: 9.1	I: 0.3

Cc1ccc(C(=O)N2N=C3c4ccccc4S(=O)(=O)N3[C@H]2N(C)C)cc1
  A: -0.8	B: 15.1	C: 2.4	D: 3.2	E: 4.8	F: 1.1	G: 1.0	H: -18.4	I: 1.5

COc1cccc(C(=O)O/N=C(\N)c2ccncc2)c1
  A: 0.3	B: 8.9	C: -44.2	D: -2.3	E: -8.3	F: -0.9	G: 1.8	H: -25.4	I: -0.7

Cc1ccc(C(=O)c2c[nH]c(C(=O)NCc3cccnc3)c2)cc1
  A: 0.8	B: 10.8	C: -12.1	D: 19.8	E: 17.2	F: 1.1	G: 0.6	H: 4.2	I: 0.2

CC(Sc1nc(-c2ccccc2)cc(C(F)(F)F)n1)C(=O)N1CCC(C(N)=O)CC1 (stereo not drawn)
  A: 1.1	B: -20.9	C: 3.4	D: 11.7	E: -5.1	F: 3.0	G: 2.7	H: -42.9	I: 0.9

CCOC(=O)C1C(c2ccc(C)o2)NC(=O)NC1(O)C(F)(F)F (stereo not drawn)
  A: -0.1	B: 9.7	C: 24.0	D: -5.2	E: -20.0	F: 0.9	G: 2.7	H: 8.6	I: 4.5

Cc1nc(-c2nc(C(=O)NNS(C)(=O)=O)cs2)cs1
  A: 0.9	B: -2.8	C: 11.3	D: 7.1	E: -2.4	F: 0.7	G: .	H: -5.9	I: 1.9

Cc1cccc(C)c1NC(=O)C1(N2C(=O)CC2c2ccccc2)CCCCC1 (stereo not drawn)
  A: -1.1	B: -1.9	C: 19.8	D: -25.7	E: 0.1	F: -3.0	G: 9.4	H: -17.1	I: -1.6

Cc1cccc(NS(=O)(=O)c2cc(C(=O)N3CCN(C)CC3)ccc2C)c1
  A: 0.7	B: 0.3	C: -7.2	D: -12.3	E: -7.2	F: 0.2	G: -3.0	H: -6.6	I: -4.3

O=C1c2ccccc2C(=O)N1CCc1c[nH]c2ccccc12
  A: 0.3	B: 18.4	C: 10.2	D: -9.3	E: 13.1	F: 0.9	G: 0.5	H: 3.7	I: 1.4

COc1ccc(-c2cc(C(F)(F)F)nc(-n3cc(Cl)cn3)n2)cc1
  A: 0.4	B: -7.0	C: 44.9	D: 57.1	E: -11.9	F: 0.1	G: 2.1	H: -13.4	I: -2.2

O=c1c(C=NCC2CCCO2)c(-c2ccccc2)[nH]n1-c1ccc([N+](=O)[O-])cc1 (stereo not drawn)
  A: 0.8	B: 34.5	C: -12.8	D: -13.0	E: -9.5	F: 0.1	G: .	H: -16.9	I: 1.1

Cn1c(CCN2CCOCC2)nc2cc(NS(=O)(=O)c3ccccc3)ccc21
  A: 1.1	B: -1.7	C: -0.9	D: 21.6	E: -8.8	F: 2.3	G: .	H: -4.2	I: 0.8

2 entries drawn at random from those above, as already listed:
Screens by letter: A = TRPML3 agonist; B = NPY1 pot ag; C = EP2 mod; D = CHOP inhibitor; E = NPY2 pot ag; F = TRPN1 ag; G = NPY-Y1 antag; H = S1P4 antag; I = S1P4 agonist
O=C1c2ccccc2C(=O)N1CCc1c[nH]c2ccccc12
  A: 0.3	B: 18.4	C: 10.2	D: -9.3	E: 13.1	F: 0.9	G: 0.5	H: 3.7	I: 1.4

Cc1cccc(NS(=O)(=O)c2cc(C(=O)N3CCN(C)CC3)ccc2C)c1
  A: 0.7	B: 0.3	C: -7.2	D: -12.3	E: -7.2	F: 0.2	G: -3.0	H: -6.6	I: -4.3

Returning to the listing, repeating the 4 entries before the break.
Screens by letter: A = TRPML3 agonist; B = NPY1 pot ag; C = EP2 mod; D = CHOP inhibitor; E = NPY2 pot ag; F = TRPN1 ag; G = NPY-Y1 antag; H = S1P4 antag; I = S1P4 agonist
O=C1c2ccccc2C(=O)N1CCc1c[nH]c2ccccc12
  A: 0.3	B: 18.4	C: 10.2	D: -9.3	E: 13.1	F: 0.9	G: 0.5	H: 3.7	I: 1.4

COc1ccc(-c2cc(C(F)(F)F)nc(-n3cc(Cl)cn3)n2)cc1
  A: 0.4	B: -7.0	C: 44.9	D: 57.1	E: -11.9	F: 0.1	G: 2.1	H: -13.4	I: -2.2

O=c1c(C=NCC2CCCO2)c(-c2ccccc2)[nH]n1-c1ccc([N+](=O)[O-])cc1 (stereo not drawn)
  A: 0.8	B: 34.5	C: -12.8	D: -13.0	E: -9.5	F: 0.1	G: .	H: -16.9	I: 1.1

Cn1c(CCN2CCOCC2)nc2cc(NS(=O)(=O)c3ccccc3)ccc21
  A: 1.1	B: -1.7	C: -0.9	D: 21.6	E: -8.8	F: 2.3	G: .	H: -4.2	I: 0.8

CCCc1nc(SCC(=O)Nc2cc(C)on2)c2c(=O)n(C)c(=O)n(C)c2n1
  A: 1.0	B: 5.1	C: 19.7	D: 38.7	E: -3.8	F: 0.1	G: 1.1	H: -23.9	I: 0.9

Cc1ccc(N=C2NC(=O)c3cccc([N+](=O)[O-])c32)cc1
  A: 0.9	B: 10.1	C: 4.2	D: 3.8	E: 10.2	F: 1.5	G: 8.5	H: -10.8	I: 0.1

Cc1nn(CC(=O)c2ccccc2Cl)c(C)c1[N+](=O)[O-]
  A: 0.7	B: -0.6	C: 17.4	D: -14.0	E: 3.3	F: -0.1	G: 0.2	H: -8.9	I: -0.8

COc1cc(C2c3c(n[nH]c3C)C(=O)N2c2ccc(C)cc2)ccc1O (stereo not drawn)
  A: 0.9	B: -8.3	C: 11.7	D: 5.0	E: 10.0	F: 0.6	G: 4.3	H: -21.2	I: -0.1

CC(C)c1ccc(NC(=O)C2CC(=O)N(C(C)C)C2)cc1 (stereo not drawn)
  A: -0.4	B: -8.2	C: 9.4	D: 19.3	E: -1.4	F: -0.3	G: 5.5	H: -3.8	I: -2.2

Cc1ccc(C(=O)Nc2ccc(N3CCOCC3)nc2)cc1
  A: -0.1	B: 18.2	C: 44.5	D: 38.9	E: 7.2	F: 0.8	G: -4.2	H: -30.5	I: 0.3

C#CCSc1nc(C)cc(C(=O)OCC)c1C#N
  A: -1.5	B: -5.9	C: -16.1	D: 12.2	E: -17.9	F: -3.0	G: .	H: -16.1	I: 0.6

CC1Oc2ccccc2N(CC(=O)c2cccc(Cl)c2)C1=O (stereo not drawn)
  A: -0.3	B: -36.5	C: 11.1	D: 31.6	E: 1.9	F: -2.6	G: 9.3	H: 6.7	I: 0.4
